Screening data (PubChem)
MITF inh: human MITF inhibition, primary screen; O75030; AlphaScreen MITF homodimerization, bead proximity signal; inhibition, % at 2.6 µM; hit rate 0.91% among 650,000; in the data active = inhibition above about 50%;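 also: 0% = vehicle wells with protein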
Target sequence (O75030 whole entry, looked up): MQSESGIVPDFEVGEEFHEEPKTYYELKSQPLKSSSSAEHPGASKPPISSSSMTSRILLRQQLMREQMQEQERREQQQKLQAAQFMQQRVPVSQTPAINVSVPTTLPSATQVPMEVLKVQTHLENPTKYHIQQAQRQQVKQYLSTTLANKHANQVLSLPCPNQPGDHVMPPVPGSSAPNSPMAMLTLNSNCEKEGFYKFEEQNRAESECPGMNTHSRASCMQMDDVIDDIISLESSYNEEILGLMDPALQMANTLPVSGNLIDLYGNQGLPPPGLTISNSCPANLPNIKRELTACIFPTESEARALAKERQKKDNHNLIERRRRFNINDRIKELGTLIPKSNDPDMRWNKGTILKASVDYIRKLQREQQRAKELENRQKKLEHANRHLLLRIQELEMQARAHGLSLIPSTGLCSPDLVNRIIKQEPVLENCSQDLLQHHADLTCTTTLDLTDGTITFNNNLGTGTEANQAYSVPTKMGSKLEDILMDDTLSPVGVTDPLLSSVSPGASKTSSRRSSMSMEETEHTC
TEAD-YAP block: TEAD-YAP interaction inhibition | hit rate 1.4% among 640,000 | HEK-TIYL cells, TEAD-Gal4/YAP UAS-luciferase luminescence | inhibition, % at 9.12 µM | AID 1259422; in the data active = inhibition above about 32%;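 also: 0% = median of test compound wells and 100% = reference inhibitor wells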
FBW7 act: activators of human E3 ligase FBW7 | hit rate 0.13% among 650,000 | AlphaScreen FBW7–phospho-cyclin E peptide binding, activator screen | normalized activity (activation), % at 26.1 µM | Q969H0; in the data active = normalized activity above about 1.9%;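 also: purified mutant Fbw7 with reduced substrate affinity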
GPR151 ag: human GPR151 activation. PathHunter beta-arrestin GPR151 cells, luminescence. Q8TDV0. hit rate 1% among 650,000. activation, % at 11.2 µM. AID 1508602; in the data active = activation above about 4.9%;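 also: 0% = median of compound wells and 100% = cells with positive control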
Target sequence (Q8TDV0 whole entry, looked up): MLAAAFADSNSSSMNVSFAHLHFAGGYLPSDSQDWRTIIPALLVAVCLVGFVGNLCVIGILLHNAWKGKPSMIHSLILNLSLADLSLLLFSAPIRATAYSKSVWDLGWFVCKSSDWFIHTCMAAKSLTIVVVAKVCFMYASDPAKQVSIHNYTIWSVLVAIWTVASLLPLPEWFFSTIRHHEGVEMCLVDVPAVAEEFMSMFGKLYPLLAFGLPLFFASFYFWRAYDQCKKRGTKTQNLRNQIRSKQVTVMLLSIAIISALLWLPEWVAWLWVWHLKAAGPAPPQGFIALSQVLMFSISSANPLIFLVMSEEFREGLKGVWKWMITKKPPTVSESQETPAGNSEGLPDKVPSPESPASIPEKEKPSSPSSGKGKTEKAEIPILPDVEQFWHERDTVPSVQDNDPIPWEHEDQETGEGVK
* hit, by the source's call; / = not tested or not shown; & = joins results of further samples.

canonical_smiles,MITF inh,TEAD-YAP block,FBW7 act,GPR151 ag
CN(C)CCCN1C(=O)C(=O)/C(=C(\O)c2ccc(F)cc2)C1c1ccccc1 (centres undefined),7.7,3.6,-0.1,0.6
CN(C)C1CCN(C(=O)C2CC(=O)c3sc(NC(=O)c4cccc(F)c4)nc3C2)C1 (centres undefined),7.1,0.6,-0.2,0.7
O=C(NCc1nnc2n1CCN(C(=O)/C=C/c1cccs1)CC2)c1cccc(F)c1,5.4,9.4,0.0,0.7
Cc1cccc(C(=O)NCC2CCC3(CCN(C(=O)CC(C)C)CC3)O2)c1 (centres undefined),1.6,5.0,0.3,1.0
N#Cc1cc2nc(-c3ccccc3)c(-c3cccs3)nc2cc1C#N,-161.3,-9.1,-0.1,0.7
FC(F)(F)c1nc(NCCN2CCOCC2)c2nnn(Cc3ccccc3)c2n1,15.1,3.0,0.9,0.2
CC12C(=O)N(NC(=O)c3ccncc3)C(=O)C1C1C=CC2C1 (centres undefined),19.0,7.0,-0.1,-0.4
CCc1ccc(NC(=O)N[C@H]2C[C@H]3C(=O)N[C@@H](Cc4ccccc4)C(=O)N3C2)cc1,23.3,5.0,0.5,-1.0

The list goes on, overlapping the part above by 4 compounds.
canonical_smiles,MITF inh,TEAD-YAP block,FBW7 act,GPR151 ag
N#Cc1cc2nc(-c3ccccc3)c(-c3cccs3)nc2cc1C#N,-161.3,-9.1,-0.1,0.7
FC(F)(F)c1nc(NCCN2CCOCC2)c2nnn(Cc3ccccc3)c2n1,15.1,3.0,0.9,0.2
CC12C(=O)N(NC(=O)c3ccncc3)C(=O)C1C1C=CC2C1 (centres undefined),19.0,7.0,-0.1,-0.4
CCc1ccc(NC(=O)N[C@H]2C[C@H]3C(=O)N[C@@H](Cc4ccccc4)C(=O)N3C2)cc1,23.3,5.0,0.5,-1.0
Cc1cccc(Nc2nnc(SC3CCOC3=O)s2)c1 (centres undefined),10.9,-3.2,0.0,-0.4
O=C(Nc1ccc(Cl)cc1)C1c2cccc[n+]2CC(=O)N1Cc1ccc2c(c1)OCO2 (centres undefined),13.1,-11.4,0.7,-0.8
Cc1nc(NCC2CCCO2)c2nnn(Cc3c(F)cccc3Cl)c2n1 (centres undefined),-3.1,-10.4,-0.2,-0.5
Cc1ccccc1NC(=O)Cn1c(C)cc(=O)c2ccccc21,5.2,38.8*,0.2,0.6
Cc1ccccc1OCCNc1cc(N2CCNC(C)C2)ccc1[N+](=O)[O-] (centres undefined),9.9,-28.9,-0.3,1.1
Cc1ncccc1C(=O)NCCCN1CCc2ccccc21,-2.3,-7.2,-0.1,1.5
O=C(CC12CC3CC(CC(C3)C1)C2)NCc1ccncc1,-12.3,-8.5,-0.1,-0.1
N/C(=N\O)c1cn(CCOc2ccccc2Cl)c2ccccc12,11.0,0.5,0.2,-0.4

The listing continues:
canonical_smiles,MITF inh,TEAD-YAP block,FBW7 act,GPR151 ag
CN(C)CCNC(=O)c1ccc(CS(=O)(=O)Cc2ccc(Cl)cc2)o1,-3.1,-3.3,-0.2,0.7
O=C(CNS(=O)(=O)c1ccccc1)OCC(=O)c1ccc(Cl)cc1Cl,-5.8,-4.3,-0.1,3.1
O=C1c2cccc([N+](=O)[O-])c2C(=O)c2c1cccc2[N+](=O)[O-],-5.4,0.1,0.0,-0.7
COc1ccc(CN2CCNC(=O)C2CC(=O)NCCCOC(C)C)c(C)c1C (centres undefined),3.0,7.4,0.1,-0.1
Oc1ccc(CCNc2cc(NCc3cccnc3)ncn2)cc1,-4.0,-4.9,0.1,2.8
CC1=NN(c2ccc(C(=O)O)cc2)C(=O)/C1=C\c1ccc2c(c1)n(C)c(=O)n2C,6.0,12.2,-0.1,0.8
COc1ccc(C(=O)COC(=O)c2cccc(N3C(=O)C4C5C=CC(C5)C4C3=O)c2)cc1 (centres undefined),-11.7,-22.4,0.4,-0.2
CC(C)CC(=O)N1CC2(C(C)C)CN(C(=O)CC(C)C)CC(C(C)C)(C1)C2=O,4.8,16.0,-0.1,-0.7

Next section; the last 3 above are carried over.
canonical_smiles,MITF inh,TEAD-YAP block,FBW7 act,GPR151 ag
CC1=NN(c2ccc(C(=O)O)cc2)C(=O)/C1=C\c1ccc2c(c1)n(C)c(=O)n2C,6.0,12.2,-0.1,0.8
COc1ccc(C(=O)COC(=O)c2cccc(N3C(=O)C4C5C=CC(C5)C4C3=O)c2)cc1 (centres undefined),-11.7,-22.4,0.4,-0.2
CC(C)CC(=O)N1CC2(C(C)C)CN(C(=O)CC(C)C)CC(C(C)C)(C1)C2=O,4.8,16.0,-0.1,-0.7
COc1ccccc1OCC(=O)NCC1CCCN(C(=O)Cn2nc3ccccc3n2)C1 (centres undefined),5.8,-6.7,0.2,-1.2
CCOc1ccc(NC(=O)Nc2nnc(COc3ccc(Cl)cc3)s2)cc1,-11.4,-0.4,0.2,0.9
CC(SCC(=O)Nc1nc(-c2ccccc2)cs1)C(=O)O (centres undefined),12.7,-13.5,0.0,0.6
COc1cccc(-c2cnn3c(N4CCC(O)CC4)ccnc23)c1,-0.1,21.5,-0.1,-0.9
Cc1ccccc1Oc1ccc(S(=O)(=O)N2CCOCC2)cc1,5.2,9.8,0.2,1.3
COc1ccc(/C=C/C2=NC(=C\c3cccc(Br)c3)/C(=O)O2)cc1,15.0,-3.5,0.2,0.0
CN(Cc1ccccc1)S(=O)(=O)c1cccc2nonc12,3.6,12.3,-0.2,-1.0
CCOC(=O)C1=C(C)OC(N)=C(C#N)C1c1ccc(SC)cc1 (centres undefined),-5.5,-3.1,-0.1,0.3

Quoted at random: 2 compounds from above, in no set order.
canonical_smiles,MITF inh,TEAD-YAP block,FBW7 act,GPR151 ag
COc1cccc(-c2cnn3c(N4CCC(O)CC4)ccnc23)c1,-0.1,21.5,-0.1,-0.9
COc1ccccc1OCC(=O)NCC1CCCN(C(=O)Cn2nc3ccccc3n2)C1 (centres undefined),5.8,-6.7,0.2,-1.2

Following part
canonical_smiles,MITF inh,TEAD-YAP block,FBW7 act,GPR151 ag
COc1ccc(NC(=O)c2ccc(OC)c(Br)c2)c(OC)c1,2.3,-61.8,-0.1,-2.4
Cc1cccc(OCCCCCCNCCO)c1C,2.0,1.4,0.0,-0.4
COc1cccc(C(=O)NN=C2CCCC2)c1,-14.7,-15.6,0.1,-0.7
O=C(Nc1cc(Cl)c(Cl)cc1Cl)c1cccnc1,4.9,2.3,0.0,0.9
O=C(Cc1ccc([N+](=O)[O-])cc1)Nn1c(-c2cccc(Cl)c2)nc2ccccc2c1=O,-2.5,-11.3,0.1,-0.6
O=C(Nc1cccc(C(F)(F)F)c1)c1cc(=O)n(-c2ccc(Cl)cc2)c(=O)[nH]1,12.5,2.1,0.2,0.1
COc1ccc(C(=O)NN2C(=O)CSC2=S)cc1,-12.1,-11.4,-0.1,-1.6
Cc1ccc(-c2[nH]nc3c2C(c2cccc(Cl)c2Cl)C(C#N)=C(N)O3)cc1 (centres undefined),2.9,4.1,0.0,2.0

The results go on.
canonical_smiles,MITF inh,TEAD-YAP block,FBW7 act,GPR151 ag
COc1ccc(NC(=O)c2cc3c(CO)cnc(C)c3oc2=N)c(OC)c1,3.2,0.3,-0.1,1.6
O=C(c1c(O)c2ccccc2oc1=O)C1CCC1,-8.9,3.8,-0.1,1.1
CCOC(=O)CCN(Cc1ccc(F)cc1)S(=O)(=O)c1ccc([N+](=O)[O-])cc1,6.7,-16.1,-0.1,-0.2
COCCCNC(=S)NNC(=O)c1cc2c(s1)CCCC2,-4.1,-9.8,-0.2,0.4
COc1cccc(/C=N/NC(=O)C(C)SCc2ccccc2)c1 (centres undefined),24.9,-6.4,0.5,0.4
COc1cc(C2NC(=O)NC(C)=C2C(=O)OCCc2ccccc2)ccc1O (centres undefined),-2.4,-4.5,0.0,0.1
CCOCCn1c(=O)c2c(nc3n(C4CCCCC4)c(C)cn23)n(C)c1=O,3.7,6.9,-0.4,2.5
Cc1ccc(-n2c(CN3CCN(C)CC3)n[nH]c2=S)cc1Cl,39.8,6.3,0.0,0.8

Next part.
canonical_smiles,MITF inh,TEAD-YAP block,FBW7 act,GPR151 ag
Nc1ccc(C(=O)Nc2ccc3nc(-c4ccccc4)[nH]c3c2)cc1,-14.7,-36.8,0.0,2.6
COc1ccc(NC(=O)/C=N/O)cc1,-7.2,-8.2,-0.1,1.7
Cc1cc(C)n(C(=O)c2ccc(Cl)c(S(=O)(=O)N3CCOCC3)c2)n1,-5.7,-14.9,0.0,-1.4
CCN(C(=O)CCCl)c1nc(-c2ccc(Cl)cc2)cs1,15.1,0.9,0.2,0.6
Cc1ccccc1CN1CCNC(=O)C1CC(=O)N1CCOc2ccccc2C1 (centres undefined),15.8,0.0,0.2,2.1
Cc1csc(NC(=O)CSc2ncnc3sc4c(c23)CCC4)n1,11.6,4.3,0.0,1.6
CN1C(N)=NC(=O)/C1=C/c1ccc(OC(F)(F)F)cc1,-5.7,-12.1,0.0,-0.8
COc1ccc(C(=O)N2CCN(Cc3ccc(SC)cc3)CC2)cc1OC,45.4,44.8*,-0.1,-0.9

Going on with the list:
canonical_smiles,MITF inh,TEAD-YAP block,FBW7 act,GPR151 ag
Cc1cc(=O)oc2cc(OCC(=O)OC3CCCCC3)c([N+](=O)[O-])cc12,10.3,-0.9,0.0,1.2
Cc1cccc(-n2nc3c(c2NC(=O)c2cccc(Br)c2)CSC3)c1C,2.2,0.0,0.0,0.2
CCOC(=O)C1=C(C)N=c2s/c(=C\c3ccc(O)c(OCC)c3)c(=O)n2C1c1ccc(OCC)c(OCC)c1 (centres undefined),-1.5,5.1,-0.1,3.1
Cc1ccc(C2=N/C(=C/c3coc4ccccc4c3=O)C(=O)O2)cc1C,0.2,-0.4,0.0,2.1
COc1ccccc1C(=O)Nn1c(-c2ccc(C(C)(C)C)cc2)nc2ccccc2c1=O,17.3,39.7*,0.0,-0.2
C=CCn1c(SCC(=O)OCCCCC)nc2sc3c(c2c1=O)CCCC3,-3.0,0.9,-0.1,-0.1
COc1ccccc1C(=O)Nc1nc(-c2ccccc2)cs1,-4.8,-71.2,-0.1,-0.2
Cc1ccc(C)c(NC(=O)C(=O)NCCc2ccccc2F)c1,-1.0,-2.3,0.0,0.3

One compound at a time, from the list above. Order of screens: MITF inh | TEAD-YAP block | FBW7 act | GPR151 ag
Cc1ccc(C)c(NC(=O)C(=O)NCCc2ccccc2F)c1 in the list: -1.0 | -2.3 | 0.0 | 0.3
Cc1ccc(C2=N/C(=C/c3coc4ccccc4c3=O)C(=O)O2)cc1C in the list: 0.2 | -0.4 | 0.0 | 2.1
CCOC(=O)C1=C(C)N=c2s/c(=C\c3ccc(O)c(OCC)c3)c(=O)n2C1c1ccc(OCC)c(OCC)c1 (centres undefined) in the list: -1.5 | 5.1 | -0.1 | 3.1
COc1ccccc1C(=O)Nc1nc(-c2ccccc2)cs1 in the list: -4.8 | -71.2 | -0.1 | -0.2
Cc1cccc(-n2nc3c(c2NC(=O)c2cccc(Br)c2)CSC3)c1C in the list: 2.2 | 0.0 | 0.0 | 0.2

More structures:
canonical_smiles,MITF inh,TEAD-YAP block,FBW7 act,GPR151 ag
COc1ccc(-c2cc(C(F)F)n3ncc(C(=O)NCc4cnn(C)c4)c3n2)cc1,-11.4,-3.1,0.0,-0.5
CCOc1ccc2oc(-c3ccccc3)c(C(=O)N3CCCCC3)c2c1,-3.1,-3.9,-0.1,0.4
CC(=O)c1cccc(-c2ccc(OCCCN(C)C)nc2)c1,11.2,-8.3,-0.3,-1.0
CCc1ccc(C2C(C(=O)Nc3cccc(F)c3)=C(C)NC3=C2C(=O)CCC3)cc1 (centres undefined),18.9,-5.5,0.8,3.5
COC(=O)c1c(N)n(-c2ccc(N3CCOCC3)cc2)c2nc3ccccc3nc12,1.3,2.0,-0.4,1.3
O=C(O)c1cc2c3c(c1)C1CC=CC1C(c1ccc(Br)cc1)N3CC1CC=CC21 (centres undefined),71.6*,-5.5,-0.1,-1.3
Cc1[nH]c2ccccc2c1C(c1cccnc1)N1CCCC1 (centres undefined),-2.3,-2.6,0.0,-1.0
O=C(Nc1cccc(-c2nc3ccccc3s2)c1)c1cc(=O)c2ccccc2o1,-7.5,-8.2,0.1,2.6

New compounds follow
canonical_smiles,MITF inh,TEAD-YAP block,FBW7 act,GPR151 ag
Cc1ccc(S(=O)(=O)N2CCCC2CNC(=O)C(=O)NCc2ccccc2F)cc1 (centres undefined),-13.2,11.0,-0.1,1.0
CC(C)CN1C(=O)c2ccccc2C1=O,-13.7,7.7,-0.1,0.4
COc1cccc(C(=O)OCCN2CCCCC2)c1,5.1,-3.5,-0.1,0.4
Cc1ccc([N+](=O)[O-])cc1S(=O)(=O)N1CCc2ccccc2C1CN1C(=O)c2ccccc2C1=O (centres undefined),-1.9,1.8,-0.1,-1.1
COc1ccc2c(c1)O[C@@H](c1cccc(C(F)(F)F)c1)[C@H](O)C2=O,8.7&2.4,/,0.2&0.1,-1.2&-1.3
O=[N+]([O-])c1ccc2nc(/C=C/c3ccc(N4CCOCC4)c([N+](=O)[O-])c3)sc2c1,-3.6,-2.3,0.0,0.4
CCCOC(=O)C1=C(C)NC(=O)NC1c1ccc(N(CC)CC)cc1 (centres undefined),-1.1,7.3,-0.4,0.1
CN(C)S(=O)(=O)c1cccc(CSc2nnc3c(Cl)cc(Cl)cn23)c1,-1.7,-7.6,0.0,0.0
